Anesthetic bind = binds horse apoferritin like a general anesthetic; hit rate 0.074% among 350,000; Potency, µM (top dose mostly 77.5 µM), for inactives: at the highest dose activity change, negative = displacement, usual class: inhibitors; apoferritin/1-aminoanthracene competitive binding, fluorescence; P02791; further: potency means the concentration at half of the fitted maximal effect; on the % scale 0 is the no-effect control and ±100 the full control effect; nearly all actives have a fitted effect of over 20% in size
Target sequence (P02791 2-175 limits assumed): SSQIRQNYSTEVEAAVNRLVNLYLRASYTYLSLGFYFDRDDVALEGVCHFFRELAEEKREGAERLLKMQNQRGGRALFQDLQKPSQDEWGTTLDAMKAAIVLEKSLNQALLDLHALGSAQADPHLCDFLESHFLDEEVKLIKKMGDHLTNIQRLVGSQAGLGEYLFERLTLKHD
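Steps: apoferritin (10 uM) was premixed with half-saturated 1-AMA in PBS, compounds were pin-transferred, plates stood 10 min at room temperature, fluorescence was read at 380/535 nm, and curves were fitted with a Hill equation.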
RXFP1 ag = RXFP1 (human) receptor agonism; HEK293T-RXFP1 cAMP TR-FRET, 30 min; response scale: percent of porcine relaxin response, buffer zero; Q9HBX9; Potency, µM (doses to about 57.5 µM), inactives show at the highest dose activation, usual class: activators; hit rate 0.3% among 370,000; further: potency means the concentration at half of the fitted maximal effect; on the % scale 0 is the no-effect control and ±100 the full control effect; nearly all actives have a fitted effect of over 60% in size; many of its hits are not listed in these tables
Target sequence (Q9HBX9 whole entry, looked up): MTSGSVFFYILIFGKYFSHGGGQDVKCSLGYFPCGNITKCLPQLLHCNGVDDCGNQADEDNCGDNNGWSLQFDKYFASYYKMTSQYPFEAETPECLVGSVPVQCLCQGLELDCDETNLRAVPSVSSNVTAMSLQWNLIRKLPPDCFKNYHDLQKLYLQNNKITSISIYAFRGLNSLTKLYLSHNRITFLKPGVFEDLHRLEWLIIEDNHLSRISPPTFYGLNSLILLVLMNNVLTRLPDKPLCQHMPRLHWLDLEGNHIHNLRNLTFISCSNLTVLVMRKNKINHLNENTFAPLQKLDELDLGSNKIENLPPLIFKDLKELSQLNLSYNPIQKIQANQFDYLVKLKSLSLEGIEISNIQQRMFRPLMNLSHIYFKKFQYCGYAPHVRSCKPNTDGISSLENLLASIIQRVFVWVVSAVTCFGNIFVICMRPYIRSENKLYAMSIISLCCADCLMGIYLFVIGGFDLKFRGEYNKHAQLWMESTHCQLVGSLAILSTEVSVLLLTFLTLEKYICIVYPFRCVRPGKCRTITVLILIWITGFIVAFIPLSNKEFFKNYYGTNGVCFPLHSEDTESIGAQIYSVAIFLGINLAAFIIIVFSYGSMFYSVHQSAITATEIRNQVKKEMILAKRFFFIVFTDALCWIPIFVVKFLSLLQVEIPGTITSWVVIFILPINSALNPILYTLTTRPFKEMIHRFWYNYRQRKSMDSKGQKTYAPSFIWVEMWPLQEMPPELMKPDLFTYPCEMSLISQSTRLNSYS
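cAMP rise read by TR-FRET after 30 min, 37C compound exposure (up to 58 uM) in RXFP1-transfected HEK293 cells with Ro 20174 present. EC50 from Hill-equation fits, with 29 nM porcine relaxin as 100% and buffer as basal.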
D1 antagonist = blocks dopamine activation of the human D1 receptor; P21728; HEK293 TREx D1 cells, calcium flux, dopamine EC80; active compounds read low; activity change, negative = inhibition, % at 10 µM; hit rate 3.2% among 360,000; AID 504652; in the data active means activity change below about -30%; further: on the % scale 0 is the no-effect control and ±100 the full control effect
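HEK293 T-REx cells expressing inducible, force-coupled D1 receptor; no-wash Ca dye, 30–90 min RT. Cmpd → 180 s read at 1 Hz → EC80 DA → 180 s read.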
D1 PAM = human D1 dopamine receptor positive modulation | HEK293 TREx D1 cells, calcium flux, dopamine EC20 potentiation | potentiation, % at 10 µM | hit rate 0.036% among 360,000 | AID 504651; in the data active means potentiation above about 30%; further: 0% is about no effect
TRHR PAM = TRH receptor (human) allosteric enhancement | P34981 | TRHR cells, fluo-8 calcium fluorescence, EC20 TRH enhancement | enhancement, % at 2 µM | hit rate 0.66% among 360,000 | AID 493056; in the data active means enhancement above about 30%; further: 0% is about no effect
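TRHR-expressing cells loaded with fluo-8 calcium dye were read kinetically (ex 480/em 530) during compound addition, then stimulated with an EC20 of TRH (10 nM final). Enhancement of the Gq-mediated intracellular calcium response was scored.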
D1 ag = agonists of human D1 dopamine receptor; HEK293 T-REx D1 cells, calcium flux, agonist mode; P21728; hit rate 1% among 360,000; activation, % at 2 µM; in the data active means activation above about 30%; further: 0% is about no effect
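Tetracycline-induced HEK293 TREx D1 cells, force-coupled to calcium signalling, were dye-loaded with a no-wash calcium kit. Compound was pin-added after a 10 s baseline. Fluorescence was read kinetically at 1 cycle/s for 180 s, with calcium rises flagged as agonism.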
D2 potentiator = positive allosteric modulators of human D2 dopamine receptor. P14416. HEK293 T-REx D2, calcium flux, EC20 dopamine potentiation. potentiation, % at 10 µM. hit rate 0.34% among 340,000. AID 485347;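 active means potentiation over 3 SD above the plate norm, cut at about 30% in these data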; further: 0% is about no effect
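Tetracycline-induced Hek293 Trex D2 cells, force-coupled to calcium, loaded with no-wash calcium dye. Compound added with 180 s kinetic read for agonism, then EC20 dopamine and a further 180 s read for potentiation.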
RXFP1 antagonist = RXFP1 (human) relaxin receptor antagonism; HEK293-RXFP1, relaxin-stimulated cAMP HTRF, 30 min; active compounds read low; Q9HBX9; activity change, negative = inhibition, % at 57.5 µM; hit rate 0.59% among 350,000; AID 1259400;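 active means activity change of -60% or lower, but not beyond a set lower limit; inconclusive means change between -60% and -40%, or beyond the set limit; inactive means change above -40%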; further: on the % scale 0 is the no-effect control and ±100 the full control effect
TRHR agonist = TRH receptor (human) agonism. AID 493084. P34981. TRHR cells, calcium flux fluo-8, FDSS agonist mode. hit rate 0.18% among 360,000. activation, % at 2 µM; in the data active means activation above about 30%; further: 0% is about no effect
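Fluo-8-loaded TRHR cells; 10 s baseline, compound added, kinetic Ca2+ fluorescence read 1/s, agonist mode.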
An asterisk follows results filed as active; ? = inconclusive; . = not tested or not shown; & = joins results of further samples; [ ] = another dose, or the depositor's remark. Unless noted, the call rests on the fitted dose curve; in most records, active means well fitted curve in the direction sought with a large enough effect; inconclusive means small, poorly fitted or top-dose-only effect, or another doubt; inactive means no such curve, though single readings can be large; an effect the other way counts as inactive or inconclusive. A portion of the library. The share of hits here may be higher or lower than overall.

SMILES	Anesthetic bind	RXFP1 ag	D1 antagonist	D1 PAM	TRHR PAM	D1 ag	D2 potentiator	RXFP1 antagonist	TRHR agonist
CCC(C)(C(=O)NC1CCCCC1)N(Cc1cccs1)C(=O)c1ccc(=O)[nH]c1 (configuration not stated)	-7.9%	3.8%	-1.3	3.2	2.2	1.3	-10.6	-4.7	0.2
COc1cc(NS(=O)(=O)c2ccc3c(c2)C(C)(C)C(=O)N3C)cc(OC)c1	-11.9%	2.3%	7.0	-12.4	1.8	0.7	6.3	2.6	-0.2
NC(=O)C1CC(=O)N(c2ccc(OCc3ccc(Cl)cc3Cl)cc2)C1 (configuration not stated)	-12.0%	-0.9%	-3.7	3.5	2.4	6.3	-0.6	-13.6	1.4
OCCNNC(=S)NC1CC2C=CC1C2 (configuration not stated)	-1.8%	0.8%	-3.6	9.4	5.6	3.5	0.9	0.7	0.5
O=c1c(Cc2c(F)cccc2Cl)c(O)ccn1Cc1ccc(F)cc1	-11.7%	-2.6%	.	-1.4	-3.6	-0.5	-0.8	-6.0	-0.7
Cc1ccc(S(=O)(=O)N2CCOC23CCN(C(=O)c2ccccc2Br)CC3)cc1	-3.4%	2.8%	-14.2	-7.7	8.8	2.3	13.3	11.4	-0.6
CC(=O)Nc1ccc(NC(=O)CCc2c(C)noc2C)cc1	.	0.3%	2.2	-1.1	6.3	1.1	13.7	-6.5	0.3
O=C1Nc2ccccc2OC1CC(=O)N1CCN(c2cccc(C(F)(F)F)c2)CC1 (configuration not stated)	-21.3%	0.0%	-17.2	-1.9	-0.4	1.0	-9.9	-21.6	0.0
O=C(NCCCNC(=O)c1ccco1)c1ccco1	-9.4%	-0.6%	-0.9	0.2	7.2	1.9	-0.8	10.1	0.0
CCC(C)N(C(=O)COC(=O)/C=C/c1ccc(O)c(OC)c1)C1CCS(=O)(=O)C1 (configuration not stated)	-5.2%	5.9%	-21.8	-5.0	3.3	2.4	13.9	-9.4	0.0
COc1ccc(-c2nc(-c3ccccn3)nc(N3CCN(C)CC3)c2C#N)cc1	-11.3%	0.7%	7.4	-3.2	-0.3	5.1	-12.9	15.0	-0.6
COC(=O)c1ccc(Cl)cc1NC(=O)N1CC2CCCN2c2ccccc21 (configuration not stated)	3.9%	-0.8%	19.3	0.2	-18.6	4.1	9.5	-38.8	0.4
COC(=O)c1ccc(N2CCS(=O)(=O)CC2)cc1	1.9%	0.9%	7.4	-3.5	10.8	2.8	-4.4	4.2	-0.2
CCOc1ccc(-c2cc(C(=O)NCc3ccc(OCC)c(OC)c3)[nH]n2)cc1	-15.9%	-1.5%	-3.7	-1.6	2.6	-1.4	-3.6	2.3	-1.1
O=C(NCc1cccnc1)c1ccc(CS(=O)(=O)Cc2ccc(Cl)cc2)o1	-1.1%	0.4%	-3.6	-0.4	-0.2	3.0	-1.4	-4.3	0.2
CCOC(=O)c1ccc(S(=O)(=O)n2c(CN3CCCCC3)nc3ccccc32)cc1	-11.1%	1.5%	0.1	2.2	-8.9	1.4	3.9	-5.4	-0.3
CCc1nnc(NC(=O)CSc2nnc(CCc3nc4ccccc4[nH]3)n2C)s1	-7.7%	-0.4%	5.5	-1.5	-6.9	1.8	18.4	-3.8	-0.3
CCN(CCNC(=O)C1=C(C)C(=O)OC12CCC(C)CC2)c1ccccc1 (configuration not stated)	-2.6%	-0.4%	-13.8	-5.1	-7.2	3.0	-20.0	-23.5	0.6
Cc1ccccc1Nc1c(-c2cccnc2)nc2ccc(Br)cn12	-22.7%	1.5%	7.8	0.3	-3.5	0.7	.	4.0	-0.3
CCCS(=O)(=O)Nc1ccc(-c2cn3c(n2)SCC3)cc1	-6.8%	12.5%	-4.3	0.5	12.4	2.9	10.9	0.1	-1.0

An excerpt from above in order of formula weight, rising.
SMILES	Anesthetic bind	RXFP1 ag	D1 antagonist	D1 PAM	TRHR PAM	D1 ag	D2 potentiator	RXFP1 antagonist	TRHR agonist
CCCS(=O)(=O)Nc1ccc(-c2cn3c(n2)SCC3)cc1	-6.8%	12.5%	-4.3	0.5	12.4	2.9	10.9	0.1	-1.0
CCOc1ccc(-c2cc(C(=O)NCc3ccc(OCC)c(OC)c3)[nH]n2)cc1	-15.9%	-1.5%	-3.7	-1.6	2.6	-1.4	-3.6	2.3	-1.1
CCOC(=O)c1ccc(S(=O)(=O)n2c(CN3CCCCC3)nc3ccccc32)cc1	-11.1%	1.5%	0.1	2.2	-8.9	1.4	3.9	-5.4	-0.3

Continuation.
SMILES	Anesthetic bind	RXFP1 ag	D1 antagonist	D1 PAM	TRHR PAM	D1 ag	D2 potentiator	RXFP1 antagonist	TRHR agonist
CCCCn1c(N)c(N(CC)C(=O)c2ccco2)c(=O)[nH]c1=O	.	1.1%	5.3	-0.7	4.6	2.5	-6.9	1.4	1.1
O=C(O)CCC(=O)c1ccc2c(c1)OCCCO2	-2.9%	-0.8%	-9.2	-6.0	2.3	3.0	6.9	-6.7	-1.1
COc1cccc(-c2nc(S(=O)(=O)c3ccc(C)cc3)c(N3CCCCC3)o2)c1	3.3%	0.6%	-10.1	-1.7	-3.4	4.9	9.5	3.8	0.2
CCC(C(=O)Nc1cc(Cl)c(OC)cc1OC)c1ccccc1 (configuration not stated)	-11.0%	2.4%	5.4	-4.4	-19.2	2.0	-0.4	21.7	0.2
CCOCCCNC(=O)c1ccc2c(=O)n(Cc3ccc(OC)cc3)c(=O)[nH]c2c1	-3.9%	1.0%	-6.7	-2.5	-0.9	6.7	2.0	-1.5	-1.3
CS(=O)(=O)NN1C(=O)c2ccccc2NC1c1cccc(O)c1 (configuration not stated)	61.8%[activator]	3.3%	-4.3	0.8	0.2	2.8	5.7	-11.8	0.4
COc1cc(C(=O)Nc2ccc(-c3nc4ccccc4o3)c(O)c2)cc(OC)c1OC	-4.8%	0.3%	11.5	-0.7	0.0	0.8	-17.0	.	-0.7
O=C(CN1CCOCC1)Nc1ccc(Cl)cc1	-3.7%	-0.6%	-2.3	-2.9	2.3	-0.4	2.8	12.2	0.5
COc1ccc(OCC(=O)N2CCC(n3nccc3NC(=O)C3CC3)CC2)cc1	1.2%	1.6%	3.7	1.9	0.5	2.4	2.9	?	0.4
COc1ccc(-c2cccc(C(=O)Nc3cccc(C(=O)O)c3)c2)cc1	-5.8%	0.8%	8.2	0.8	0.0	4.3	1.5	-11.4	1.0

Some of the entries above in another layout.
| compound | Anesthetic bind | RXFP1 ag | D1 antagonist | D1 PAM | TRHR PAM | D1 ag | D2 potentiator | RXFP1 antagonist | TRHR agonist |
| --- | --- | --- | --- | --- | --- | --- | --- | --- | --- |
| O=C(NCc1cccnc1)c1ccc(CS(=O)(=O)Cc2ccc(Cl)cc2)o1 | -1.1% | 0.4% | -3.6 | -0.4 | -0.2 | 3.0 | -1.4 | -4.3 | 0.2 |
| CCOC(=O)c1ccc(S(=O)(=O)n2c(CN3CCCCC3)nc3ccccc32)cc1 | -11.1% | 1.5% | 0.1 | 2.2 | -8.9 | 1.4 | 3.9 | -5.4 | -0.3 |

Continued.
SMILES	Anesthetic bind	RXFP1 ag	D1 antagonist	D1 PAM	TRHR PAM	D1 ag	D2 potentiator	RXFP1 antagonist	TRHR agonist
O=C(NCCCCCCNC(=O)N1CCCCCC1)N1CCCCCC1	-11.6%	0.4%	3.3	-1.4	-2.1	-0.6	-12.6	8.2	-0.3
CCC(C)(C)NC(=O)C(c1ccc(O)cc1)N(CCOC)C(=O)CCC(=O)Nc1nccs1 (configuration not stated)	-11.5%	0.0%	-4.7	-2.6	12.2	2.8	7.6	4.2	0.8
CCN(CC)CCCNC(=O)c1cc(-c2ccc(OC)c(OC)c2)on1	-11.3%	1.9%	3.6	1.9	4.1	-2.2	-5.3	-2.3	0.1
COc1ccc(NC(=O)CN(C)S(=O)(=O)c2cnc[nH]2)cc1	-0.1%&1.6%	0.5%&0.4%	33.8&-4.6	-0.2&2.9	5.7&-2.1	2.3&2.5	4.8&-2.5	17.8&-7.6	0.9&1.2
CCN(CC)C(=O)C1CCN(S(=O)(=O)c2c(C)noc2/C=C/c2cccc(OC)c2)CC1	-12.7%	0.0%	9.2	-5.8	-1.6	-0.7	-8.9	-12.0	-0.7
COc1cccc(NC(=S)N(Cc2ccco2)C(C)c2ccco2)c1 (configuration not stated)	0.9%	0.9%	-10.7	2.4	-4.4	1.2	-8.7	15.6	0.2
O=C1C2C3C=CC(C3)C2C(=O)N1/N=C/c1cc(Br)cc([N+](=O)[O-])c1O (configuration not stated)	-2.8%	0.0%	-9.9	-10.8	6.0	7.6	1.3	-0.8	0.2
O=C(c1ccccc1)N1N=C(C(F)(F)F)CC1(O)c1ccc(F)cc1 (configuration not stated)	-2.6%	1.6%	-1.2	-1.1	4.1	0.2	8.4	-25.5	-0.3
COC(=O)Cc1ccc(Oc2ncc(C(F)(F)F)cc2Cl)cc1	?	0.9%	-24.8	-1.6	-6.4	1.8	-4.7	3.2	-0.2
CCCc1nc2c(nnn2Cc2ccccc2F)c(=O)[nH]1	-23.0%	-1.6%	-2.9	-7.0	-5.6	2.4	5.9	1.5	-0.4
O=C(CSC1=NCCS1)N1CCCCCC1	?	2.6%	-17.5	-3.8	1.8	1.2	-4.5	-11.3	0.5
Cc1cc(=O)c2c(C)nn(-c3ccccc3)c2[nH]1	0.5%	1.4%	6.5	-12.7	-0.2	3.6	-4.9	-4.6	0.4

Grouped by structure: the entries above containing bromine (3)
SMILES	Anesthetic bind	RXFP1 ag	D1 antagonist	D1 PAM	TRHR PAM	D1 ag	D2 potentiator	RXFP1 antagonist	TRHR agonist
Cc1ccc(S(=O)(=O)N2CCOC23CCN(C(=O)c2ccccc2Br)CC3)cc1	-3.4%	2.8%	-14.2	-7.7	8.8	2.3	13.3	11.4	-0.6
Cc1ccccc1Nc1c(-c2cccnc2)nc2ccc(Br)cn12	-22.7%	1.5%	7.8	0.3	-3.5	0.7	.	4.0	-0.3
O=C1C2C3C=CC(C3)C2C(=O)N1/N=C/c1cc(Br)cc([N+](=O)[O-])c1O (configuration not stated)	-2.8%	0.0%	-9.9	-10.8	6.0	7.6	1.3	-0.8	0.2
